IkB sig inh – suppresses IkB signaling in ABC-DLBCL reporter cells | actives 0.04% (n = 110,000) | Potency, µM (series often up to 57.1 µM), for the others: at the highest dose IkBa stabilization activation | ABC-DLBCL IkBa-CBG/CBR dual luciferase ratio, 4 h; response scale: scaled: untreated 0%, proteasome inhibitor 100% | AID 445; active = well fitted curve in the direction sought with a large enough effect in the signal ratio, not every such curve was filed as active; inconclusive = small, poorly fitted or top-dose-only effect, or a change in a side signal; the % refers to the signal ratio;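 also: the direction sought is a rising ratio; 0% = basal untreated cells and 100% = reference inhibitor full response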
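In this assay, an IκBα–CBG68 fusion accumulates when IKK-driven degradation is blocked; native CBR normalizes for cell number. OCI-Ly3 cells were treated 4 h with compound and doxycycline, then green and red light read after Chroma-Glo addition.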
Imprint erasure – inducers of genomic imprint erasure in mouse ES cells; mouse ES Peg3-LacZ reporter, beta-gal luminescence, 40 h; Potency, µM (top dose mostly 60.7 µM), inactives show at the top dose activity change, positive = activation, hits mostly activators; actives 0.02% (n = 110,000);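 also: 0% = negative control wells on the plate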
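Gelatin-coated wells received 300 freshly trypsinized female ES cells with a Peg3LacZ-Neo reporter on the maternal allele, then incubated 40 hours at 37C. BetaGlo was added for 5 minutes at room temperature before a single luminescence read.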
p53ts 32C tox – kills p53ts cells at the permissive temperature. Potency, µM (top dose mostly 46.1 µM), inactives show at the highest dose activity change, negative = cytotoxicity, hits mostly cytotoxic. H1299-p53A138V at 32C, ATP luminescence viability, 24 h. AID 924. actives 0.93% (n = 130,000);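 also: 0% = DMSO and -100% = full killing by reference compound; nearly all actives have a fitted effect of over 55% in size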
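Viability by ATPlite luminescence after 24 h compound treatment (up to 46 uM) at the permissive 32C. Cells are H1299 carrying p53 A138V. Scale runs from DMSO basal to 100 uM tamoxifen as full kill; AC50 from Hill fits.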
p53ts 39C tox – kills p53ts cells at the nonpermissive temperature | AID 902 | actives 1.5% (n = 130,000) | Potency, µM (top dose mostly 46.1 µM), without a hit: top-dose activity change, negative = cell killing, actives largely listed as cytotoxic | H1299-p53A138V viability at 39C, ATP luminescence, 24 h; also: nearly all actives have a fitted effect of over 55% in size
An asterisk follows results filed as active; u = inconclusive; x = not tested or not shown; & = joins results of further samples; [ ] = another dose, or the depositor's remark. Unless noted, calls follow the shape of the dose curve; as a rule, active = well fitted curve in the direction sought with a large enough effect; inconclusive = small, poorly fitted or top-dose-only effect, or another doubt; inactive = no such curve, though single readings can be large; an effect the other way counts as inactive or inconclusive. Unless noted, % is scaled to controls: 0 for no effect and ±100 for the full control effect; potency is read from the fitted curve at half-maximal effect.

#	SMILES	p53ts 39C tox	p53ts 32C tox
1	CC1=C(C(=O)Nc2ccccc2)C(c2cccnc2)n2nc(SCc3ccccc3F)nc2N1 (configuration not stated)	13%	-2%
2	CC(C)CN1CCCC2(CCN(S(=O)(=O)c3ccccc3)CC2)C1	5%	-6%
3	O=C(CN1CCCCC1)Nc1ccccc1NC(=O)CN1CCCCC1	-2%	-8%
4	Cn1ccnc1SCC(=O)Nc1cccc(Br)c1	18%	-3%
5	CCOC(=O)C(CCc1ccccc1)NC(C)C(=O)N1C(C(=O)O)CC2CCCC21 (configuration not stated)	13%	-1%
6	Cc1cc(NCCOCCO)n2ncc(-c3ccc(Cl)cc3)c2n1	u	u
7	Cc1c(Cl)cccc1NS(=O)(=O)c1ccc(NS(=O)(=O)c2ccc3c(c2)OCCO3)cc1	-9%	13%
8	COC(=O)c1nc(N)sc1-c1ccccc1	-7%	7%
9	COc1ccc2c(c1)Cc1sc(NC(=O)c3cccc(Br)c3)nc1-2	-27%	-13%
10	CCN(CCCNC(=O)Cn1ncc2c([nH]c3ccc(C)cc32)c1=O)c1cccc(C)c1	20%	-3%
11	Cc1cc(C)c2c(CN3CCN(C/C=C/c4ccccc4)CC3)cc(=O)oc2c1	18%	-3%
12	Cc1cccc(-c2noc(CN(C(=O)c3c(-c4ccccc4Cl)noc3C)C(C)C)n2)c1	25%	22%
13	COc1ccc(C(=O)N(Cc2ccco2)Cc2ccccc2F)cc1Cl	11%	23%
14	Cc1[nH]nc2c1C(c1ccccn1)N(c1ccc(Br)cc1)C2=O (configuration not stated)	-1%	6%
15	CCc1ccccc1OCCCCCNCCO	-7%	-8%

#	IkB sig inh	Imprint erasure
1	3.7%	-7%[10.9 µM]
2	1.1%[11.4 µM]	x
3	0.9%	-18%
4	-1.2%	-7%[10.9 µM]
5	x	-12%
6	0.5%	-15%
7	u	-9%[10.9 µM]
8	2.6%	-9%
9	u	-6%[10.9 µM]
10	u	-8%[10.9 µM]
11	1.7%	-22%
12	u	-12%
13	u	-10%[10.9 µM]
14	-0.5%	3%
15	x	x

Remaining list, next part:
#	SMILES	p53ts 39C tox	p53ts 32C tox
16	O=C(CSc1ncccn1)NCc1ccc(F)cc1	-10%	-11%
17	Cn1ncc2c(Nc3ccc(-c4ccccc4)cc3)ncnc21	-17%	-11%
18	COc1ccccc1OCC(=O)N1CCN(c2ccccc2OC)CC1	0%	6%
19	CN(C(=O)c1cccc(C#N)c1)c1nnc(C2CCCO2)s1 (configuration not stated)	5%	1%
20	CC(C)CC(=O)N1CCN(S(=O)(=O)c2ccc(F)cc2)CC1	1%	0%
21	COCCNC(=O)CN(C(=O)Cn1nnc2ccccc21)c1ccccc1	14%	3%
22	O=C(Nc1nn[nH]n1)c1cccc(Oc2ccccc2)c1	-3%	3%
23	CCOC(=O)C1CCN(C(=O)CCCCn2c(=O)[nH]c3ccccc3c2=O)CC1	-5%	-4%
24	CC(=O)N1CCN=C1SCc1c(F)cccc1Cl	-6%	5%
25	O=C1CC(N2CCC(c3nc4ccccc4[nH]3)CC2)C(=O)N1Cc1ccccc1 (configuration not stated)	6%	1%
26	Cc1ccn2c(Nc3ccc4c(c3)OCCO4)c(-c3ccc(N(C)C)cc3)nc2c1	-10%	-3%
27	Cc1cc(C(=O)CSc2nnnn2-c2ccc(O)cc2)c(C)n1Cc1ccc2c(c1)OCO2	21%	28%
28	CNC(=O)CSc1nnc(-c2ccco2)n1-c1ccccc1OC	1%	-7%
29	c1ccc2c(c1)OCC(c1nn3c(Cn4nnc5ccccc54)nnc3s1)O2 (configuration not stated)	4%	-5%
30	Cc1csc(N(C)C(=O)CSc2nnc(COc3ccccc3C)o2)n1	-6%	-8%

#	IkB sig inh	Imprint erasure
16	-2.2%	-6%
17	1.2%	-21%
18	x	x
19	-0.5%	-8%
20	1.1%	13%
21	-0.8%	5%
22	1.0%	12%
23	-0.9%	-16%
24	-0.7%	-14%
25	2.2%	-10%
26	3.1%	12%[10.9 µM]
27	u	-22%
28	3.3%	-2%
29	u	-14%
30	3.9%	-19%

The listing continues:
#	SMILES	p53ts 39C tox	p53ts 32C tox
31	c1ccc(CCN2CCN=C2Cc2ccccc2)cc1	-4%[9.22 µM]	-2%[9.22 µM]
32	CCOc1ccc(-n2nc3cc(C)c(NC(=O)CC)cc3n2)cc1	15%	-13%
33	COc1ccc(NC(=O)N[C@@H](CCSC)C(=O)O)cc1Cl	0%	-8%
34	O=C(c1ccc2c(c1)N(Cc1cccc(F)c1)C(=O)c1ccccc1S2)N1CCC2(CC1)OCCO2	-20%	-5%
35	CC(=O)N1CCc2c(sc3c2c(=O)n(-c2ccc(F)cc2)c(=O)n3Cc2cc(C)ccc2C)C1	6%	2%
36	Cc1cccc(OCCn2c(-c3ccc(Cl)cc3)nc3ccccc3c2=O)c1C	1%	-4%
37	O=c1c2c(nc3nc(COc4ccccc4)[nH]n13)CCC2	23%	5%
38	Brc1cc2[nH]cnc2c2ccccc12	3%	8%
39	c1ccc(-c2nc(NCc3ccco3)c3ccccc3n2)nc1	-2%	3%
40	Cc1ccc(-n2c(SCC(N)=O)nc3c([nH]c4ccccc43)c2=O)cc1	10%&-6%	-4%&2%
41	COCCNC(=O)Cn1cnc2sc(C)c(S(=O)(=O)N3CCC(C)CC3)c2c1=O	-3%	-4%
42	CC(C)C(=O)Nc1nnc(S(=O)(=O)N2c3ccccc3CC2C)s1 (configuration not stated)	-14%	-7%
43	Cc1cccc(NC(=O)CSc2nc3c(oc4ccccc43)c(=O)n2Cc2ccco2)c1	u	1%
44	C=CCNC(=O)c1ccc(C(=O)c2ccccc2)cc1	-9%	-8%
45	CCCOc1cc(C)c(S(=O)(=O)n2ccc(C)n2)cc1C	6%	8%

#	IkB sig inh	Imprint erasure
31	0.2%[11.4 µM]	-10%[10.9 µM]
32	1.7%	-5%[10.9 µM]
33	-2.5%	-2%
34	-0.4%	-13%[10.9 µM]
35	0.2%	-3%[10.9 µM]
36	0.3%	-9%[10.9 µM]
37	4.1%	-18%
38	-2.4%	-9%
39	u	-31%[inhibitor]
40	-4.0%&-1.9%	-3%
41	-2.1%	-6%
42	1.0%	-6%[10.9 µM]
43	-0.3%	4%[10.9 µM]
44	0.7%	-23%
45	3.4%	-29%

The list goes on.
#	SMILES	p53ts 39C tox	p53ts 32C tox
46	CCn1cc(C(=O)N2CCN(c3ccc(F)cc3)CC2)c(=O)c2cc(S(=O)(=O)N(C)C3CCCCC3)ccc21	-10%	0%
47	CCOC(=O)c1c(C)cc(OC)cc1O	-8%	-21%
48	CCC(C(=O)NC1CCCCC1)n1c(SCc2ccc(F)cc2)nc2ccncc21 (configuration not stated)	-21%	-27%
49	CCOC(=O)C1C(c2ccc(C)o2)NC(=O)NC1(O)C(F)(F)F (configuration not stated)	-5%	10%
50	O=S(=O)(NCCc1csc2nc(-c3ccccc3)nn12)c1cc(F)ccc1F	-22%	-11%
51	CS(=O)(=O)N1CCC(C(=O)Nc2ccc(Br)cc2F)CC1	15%	12%
52	CC1=C(C(=O)Nc2ccc(C)cc2C)C(c2cccs2)n2nc(SCc3ccc(Cl)cc3)nc2N1 (configuration not stated)	-16%	9%
53	CN(CCCNC(=O)c1ccc(N2CCCC2=O)cc1)c1ccccc1	-6%	0%
54	CCOC(=O)C1CCN(C(=O)COc2cccc(C)c2)CC1	14%	2%
55	Cc1cccc(C(=O)Nc2ccc(OCc3cc(=O)n4ccsc4n3)cc2)c1	6%	1%
56	CCC(C(=O)Nc1cccc(-c2cn3cccnc3n2)c1)c1ccccc1 (configuration not stated)	-4%	18%
57	COCCNC(=O)c1cc2c(=O)n3cccc(C)c3nc2n(Cc2ccncc2)c1=N	11%	6%
58	COc1ccc(-c2nc3ccccc3s2)cc1NC(=O)c1ccccc1F	-8%	-4%
59	COc1ccc(OC)c(NC(=O)CCCOc2cc(=O)n(C)c3ccccc23)c1	-13%	14%
60	CCOC(=O)N1CCC(NC(=O)c2cc(C(=O)Nc3ccc(F)cc3F)ccc2CO)CC1	5%	-10%

#	IkB sig inh	Imprint erasure
46	1.2%	-2%[10.9 µM]
47	x	-1%
48	u	-1%[10.9 µM]
49	3.6%	-8%
50	u	27%[10.9 µM]
51	-3.5%	2%
52	u	-4%[10.9 µM]
53	-0.5%	-4%
54	u	-11%
55	0.2%	-7%[10.9 µM]
56	1.5%	12%[10.9 µM]
57	-1.0%	-15%
58	1.6%	-16%[10.9 µM]
59	3.0%	-11%[10.9 µM]
60	-1.2%	-8%

Look-ups from the list.
compound 57 in Imprint erasure is listed with -15%
compound 60 in p53ts 32C tox is listed with -10%
compound 49 in Imprint erasure is listed with -8%
compound 55 in p53ts 39C tox is listed with 6%
compound 50 in p53ts 32C tox is listed with -11%

(more compounds)
#	SMILES	p53ts 39C tox	p53ts 32C tox
61	CCN1C(=O)c2ccc(-c3nc4ccccc4c(=O)o3)cc2C1=O	0%	-28%
62	O=C(NCCN1CCc2ccccc2C1)C1CC(=O)N(C2CCCC2)C1 (configuration not stated)	-6%	-4%
63	CCOC(=O)c1cccc(NC(=O)Cn2c(=O)nc(-c3ccccc3F)c3cc(Cl)ccc32)c1	-15%	7%
64	Cc1nnc(NC(=O)C2CCCN(S(=O)(=O)Cc3ccccc3)C2)s1 (configuration not stated)	5%	-5%
65	COC(=O)CC(=O)Cc1nc(N)nc(Nc2ccc(C)c(C)c2)n1	17%	-12%
66	COc1ccc(-n2ncc(C(=O)NCc3cccs3)c2C2CCN(C(=O)OC(C)(C)C)CC2)cc1	-4%	1%
67	CCOC(=O)c1c(-c2ccccc2)[nH]c2ccc(O)cc12	10%	5%
68	CCOc1ccc(NC(=O)Nc2ccc(N(C)C(C)=O)cc2)cc1	4%	5%
69	COc1ccc(NC(=O)CCN2CCN(c3cccc(Cl)c3)CC2)cc1	10%	-6%
70	Cn1c(/C=C/N2CCOCC2)c(C(=O)c2ccc(Br)cc2)c(=O)n(C)c1=O	16%	6%
71	O=C(Nc1ccc2c(c1)OCO2)c1ccc(S(=O)(=O)NCC2CCCO2)cc1 (configuration not stated)	7%	2%
72	Cc1ccc(C)n1-c1ccc(-c2nnco2)cc1	-5%	-6%
73	C=C(C)C1(O)OC(=O)C=C1OC (configuration not stated)	6%	19%
74	c1ccc(CCn2nnnc2C(c2cccnc2)N2CCN(c3nc4ccccc4s3)CC2)cc1 (configuration not stated)	-18%	14%
75	O=C(CSc1nnc(-c2cccs2)n1Cc1ccco1)Nc1ccc2c(c1)OCO2	14%	-5%

#	IkB sig inh	Imprint erasure
61	7.7%	6%
62	0.1%	-18%
63	u	17%[10.9 µM]
64	0.0%	8%
65	x	x
66	u	-5%[10.9 µM]
67	u	-2%
68	1.1%	-17%
69	0.5%	-11%[10.9 µM]
70	0.5%	-1%
71	1.8%	-18%
72	4.2%	-15%
73	x	-22%
74	u	-19%
75	u	-18%

Some of these compounds in order of SMILES length, lowest first.
#	SMILES	p53ts 39C tox	p53ts 32C tox
16	O=C(CSc1ncccn1)NCc1ccc(F)cc1	-10%	-11%
72	Cc1ccc(C)n1-c1ccc(-c2nnco2)cc1	-5%	-6%
17	Cn1ncc2c(Nc3ccc(-c4ccccc4)cc3)ncnc21	-17%	-11%
48	CCC(C(=O)NC1CCCCC1)n1c(SCc2ccc(F)cc2)nc2ccncc21 (configuration not stated)	-21%	-27%

#	IkB sig inh	Imprint erasure
16	-2.2%	-6%
72	4.2%	-15%
17	1.2%	-21%
48	u	-1%[10.9 µM]

(further entries)
#	SMILES	p53ts 39C tox	p53ts 32C tox
76	CC(C)NC(=O)CN(c1cccc(Br)c1)S(C)(=O)=O	-4%	5%
77	CC(C)(NC(=O)N1CCCC1)c1cccc(C(C)(C)NC(=O)N2CCCC2)c1	4%	5%
78	Cc1cc(C)nc(NS(=O)(=O)c2ccc(NC(=O)c3ccccc3O)cc2)n1	10%	-3%
79	O=C(NC(C(=O)c1ccccc1)n1cnccc1=O)c1ccccc1 (configuration not stated)	-11%	4%

#	IkB sig inh	Imprint erasure
76	0.9%	-8%
77	0.0%	-4%
78	-4.0%	-6%[10.9 µM]
79	0.4%	-15%

High-throughput results from PubChem BioAssay.
